EP2 mod – modulates human prostaglandin E2 receptor EP2 signaling | induction, % at 25 µM | EP2-expressing cells, cAMP HTRF FRET, PGE2 co-stimulation | AID 940 | P43116 | actives 0.83% (n = 260,000);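 active means compounds whose cAMP rise, as percent of the full-agonist control response, exceeds 60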;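 further: rat C6 glioma line stably carrying human EP2 under a CMV promoter; the protocol text gives 20 µM as final concentration; 100% = response of wells given 1 µM PGE2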
Target sequence (P43116 whole entry, looked up): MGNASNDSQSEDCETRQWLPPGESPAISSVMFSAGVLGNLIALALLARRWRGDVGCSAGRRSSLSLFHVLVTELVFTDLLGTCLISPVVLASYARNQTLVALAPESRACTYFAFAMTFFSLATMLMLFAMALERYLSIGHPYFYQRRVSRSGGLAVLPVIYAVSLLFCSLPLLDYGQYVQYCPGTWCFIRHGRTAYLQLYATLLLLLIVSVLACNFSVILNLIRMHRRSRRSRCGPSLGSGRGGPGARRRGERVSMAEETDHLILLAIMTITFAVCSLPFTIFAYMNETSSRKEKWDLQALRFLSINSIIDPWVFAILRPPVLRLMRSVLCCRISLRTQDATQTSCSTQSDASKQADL
Starred values were filed as active, the others as inactive. An excerpt, so the mix of outcomes need not match the whole.

EP2 mod | SMILES
-26 | CC(C)c1cc(C(=O)NCCc2nc(-c3cccnc3)n[nH]2)n[nH]1
-38 | O=C(c1cnccn1)N1CCC(n2nnc(-c3ccc(F)cc3)n2)CC1
-25 | COc1ccc(-c2nn(C)c(=O)c3ccccc23)cc1NS(=O)(=O)c1ccc(Cl)cc1
27 | COCCCn1c(SCC(=O)Nc2cccc3ccccc23)nc2sc3c(c2c1=O)CCC3
24 | CCOc1ccccc1NC(=O)C1CCN(c2nc(C)cc(C)n2)CC1
-8 | COc1ccc(N(CC(=O)N2CCCCC2)S(=O)(=O)c2ccc(F)cc2)cc1
0 | COC(=O)c1ccc(NC(=O)CSc2nnc3c4c5c(sc4nc(C4CC4)n23)CCCC5)cc1
16 | COC(=O)c1c(NC(=O)c2cccs2)sc(C(=O)Nc2ccc(C)cc2C)c1C
-48 | CC1(C(=O)NCc2nc(-c3ccccc3)no2)CC(c2ccccc2)=NO1 (stereo unspecified)
17 | CC(=O)NC1=NN(C(C)=O)C(C)(C)S1
18 | O=C(O)Cn1ccnc1[N+](=O)[O-]
-27 | O=C(c1ccc(NC(=O)C23CC4CC(CC(C4)C2)C3)cc1)N1CCOCC1
24 | N#Cc1cc2c(nc1SC(C(=O)O)c1ccccc1)CCCC2 (stereo unspecified)
-16 | Cc1cc(-c2cncnc2C2CCN(C(=O)c3ccc(Cn4cccn4)o3)CC2)on1
47 | CCOc1ccc(Cc2nccc3cc(OCC)c(OCC)cc23)cc1OCC
18 | COc1ccc(S(=O)(=O)N2CCCC(C(=O)NCC3CCCCC3)C2)cc1 (stereo unspecified)
5 | CCC(Oc1ccccc1)C(=O)Nc1ccc(S(=O)(=O)N2CCCCC2)cc1 (stereo unspecified)
-22 | CC1Cc2cc(C(O)CN3CCN(c4ccccn4)CC3)ccc2O1 (stereo unspecified)
-42 | COc1ccccc1NC(=S)N1CCC(NC(=O)c2ccc(C)cc2)CC1
17 | Cc1ccc(O)c(CN(CCCn2ccnc2)Cc2ccccc2Cl)c1
-39 | COC(=O)c1cc(NC(=O)CN2C(=O)c3cccc4cccc2c34)ccc1Cl
-72 | Cc1ccc(-c2nnn(CC(=O)N3CCCc4ccccc43)n2)o1
14 | COC(=O)[C@H]1CN(C(=O)CCc2cc(OC)no2)C[C@@H]1c1ccc(F)cc1
9 | C/C=C/c1ccc(OC)cc1

Continued (five carried over from the part before).
EP2 mod | SMILES
17 | Cc1ccc(O)c(CN(CCCn2ccnc2)Cc2ccccc2Cl)c1
-39 | COC(=O)c1cc(NC(=O)CN2C(=O)c3cccc4cccc2c34)ccc1Cl
-72 | Cc1ccc(-c2nnn(CC(=O)N3CCCc4ccccc43)n2)o1
14 | COC(=O)[C@H]1CN(C(=O)CCc2cc(OC)no2)C[C@@H]1c1ccc(F)cc1
9 | C/C=C/c1ccc(OC)cc1
-2 | CCOc1cc(C(=O)Nc2sc3c(c2C(N)=O)CCC(C)C3)cc(OCC)c1OCC (stereo unspecified)
-77 | CC(C)(C)OC(=O)N1CCC[C@@H](C(=O)c2ccc3c(c2)OCO3)C1
11 | CCCn1c(N2CCN(Cc3ccccc3)CC2)nc2c1c(=O)[nH]c(=O)n2C
13 | CCOc1ccc(NC(=O)N2CCCC2C(=O)NC(C)C)cc1 (stereo unspecified)
-2 | CCC(C)(C)n1nnnc1C(c1cc2ccc(C)c(C)c2[nH]c1=O)N1CCN(Cc2ccccc2)CC1 (stereo unspecified)
28 | CC1(C)Oc2ccc3ccc(=O)oc3c2/C(=C/NNC(N)=S)C1=O
1 | Cc1ccc(-c2nc(NC(=O)c3ccco3)sc2C)cc1C
-8 | NC(=O)CSc1nnc(-c2ccco2)o1
9 | CCc1nc(N2CCCC2)ncc1C(=O)N(C)Cc1cc(=O)[nH]c2ccccc12
-58 | COC(=O)c1sc(NC(=O)c2ccc(Cl)cc2Cl)c(C#N)c1C
44 | CCOc1ccc(N2C(=O)c3ccccc3NC2c2cccc(O)c2)cc1 (stereo unspecified)
-22 | O=c1[nH]nc(-c2nccc3ccccc23)o1
-32 | COc1ccc(-c2c(C)nn3c(N4CCNCC4)cc(C)nc23)cc1
3 | CCn1c(=O)c(C(=O)Nc2nc3ccc(C)cc3s2)c(O)c2ccccc21
-15 | COc1cccc(N(CC(=O)NCc2ccc3c(c2)OCO3)S(C)(=O)=O)c1
2 | CCCn1c(SCC(=O)NCc2ccccc2)nnc1C(C)C
-29 | CN1CCC(CNC(=O)Cn2ccc3ccc(F)cc32)(N(C)C)CC1
-12 | CCc1ccc2[nH]c(=O)c(CN(CCCN(CC)CC)C(=S)NC)cc2c1
-30 | N#CC(C#N)=NNc1ccc2cn[nH]c2c1
4 | COc1ccc2cc([C@H](C)CO)ccc2c1
53 | CCC1CCCCN1C(=O)CSc1nc(-c2ccc(OC)c(OC)c2)cc(C(F)(F)F)n1 (stereo unspecified)
-5 | COc1ccccc1NC(=O)CSc1nnc(-c2ccncc2)n1C
7 | Clc1ccc(C=Nc2ccc3c(c2)Cc2ccccc2-3)c(Cl)c1
-34 | CN1[C@@H](C(=O)Nc2cc(Cl)ccc2O)C[C@@H](c2cccs2)NS1(=O)=O
-46 | CCc1cccc(CC)c1NC(=O)CSc1nnc(-c2ccco2)n1CC
19 | Cc1nn(-c2ccc(Br)cc2)c2c1C(c1ccccc1Cl)C(C#N)=C(N)O2 (stereo unspecified)
-27 | CCC(C)C(=O)Nc1nnc(SCC(=O)N2CCc3ccccc32)s1 (stereo unspecified)
-13 | Cc1nc(NCc2cccc(OCc3cccnc3)c2)nn1C
-68 | CCC(C)C(=O)Nc1nnc(C2CCCCC2)s1 (stereo unspecified)
-115 | CN(C)CCOC(=O)CCN1C(=O)/C(=C/c2cccs2)SC1=S
-51 | COc1ccc(OC)c2[nH]c(C(=O)N[C@@H](C)Cn3nnc4ccccc43)cc12
-22 | CC1C(c2ccc(F)cc2)=NOC1C(=O)NC(c1ccccc1)c1cccnc1 (stereo unspecified)

Four compounds already listed, ordered by length of the SMILES, largest number first.
EP2 mod | SMILES
-51 | COc1ccc(OC)c2[nH]c(C(=O)N[C@@H](C)Cn3nnc4ccccc43)cc12
11 | CCCn1c(N2CCN(Cc3ccccc3)CC2)nc2c1c(=O)[nH]c(=O)n2C
-39 | COC(=O)c1cc(NC(=O)CN2C(=O)c3cccc4cccc2c34)ccc1Cl
-115 | CN(C)CCOC(=O)CCN1C(=O)/C(=C/c2cccs2)SC1=S

Continued:
EP2 mod | SMILES
-18 | COc1ccc(NC(=O)Cn2nnc(-c3ccccc3NC(=O)c3ccncc3)n2)cc1
-73 | O=C1NC(CC(=O)N2C3CCC2CC(c2ccc(F)cc2)C3)c2ccccc21 (stereo unspecified)
2 | COc1ccc(OCc2nnc(SCC(N)=O)n2C)cc1
-29 | COCC(C)NC(=O)C1CC(c2ccc(Cl)cc2)=NO1 (stereo unspecified)
19 | CCc1nc2ccc(NC(C)=O)cc2c(=O)n1Cc1ccccc1
-1 | COc1ccc(Cl)cc1NC(=O)c1cc(-c2ccc(C)cc2)on1
-105 | COc1ccccc1C(=O)Oc1cc2c3c(c1)C(C)CC(C)(C)N3C(=O)C2=O (stereo unspecified)
40 | CCc1ccc2[nH]c(=O)c(C(c3nnnn3CCc3ccccc3)N3CCCC(C)C3)cc2c1 (stereo unspecified)

2 compounds picked at random from the list so far:
EP2 mod | SMILES
-32 | COc1ccc(-c2c(C)nn3c(N4CCNCC4)cc(C)nc23)cc1
44 | CCOc1ccc(N2C(=O)c3ccccc3NC2c2cccc(O)c2)cc1 (stereo unspecified)

Continuation.
EP2 mod | SMILES
-72 | COc1ccc(NC(=O)CSc2nc3c(c(C(F)(F)F)n2)CCc2ccccc2-3)cc1OC
-6 | CC(C)n1cc(C(=O)N2CCC3(CC2)NC(=O)c2ccccc2O3)cn1
-19 | Cn1c(=O)c2c(-c3ccc(F)cc3)c(C#N)c(N)nc2n(C)c1=O
-8 | CC1CCN(CC(C)OC(=O)C2COc3ccccc3O2)CC1 (stereo unspecified)
-30 | CCN(CC)C(=O)C1CCN(S(=O)(=O)c2ccc(C)cc2)CC1
-23 | Cc1ccc(-n2nnnc2SCC(N)=O)cc1C
-72 | Cc1cc(C)c2cc(CN(Cc3cccnc3)S(=O)(=O)c3cccc4nsnc34)c(=O)[nH]c2c1
2 | COc1c(O)cc(O)cc1O
-32 | COCCNC(=S)N(Cc1ccc(F)cc1)Cc1cc2cc(C)ccc2[nH]c1=O
-28 | COc1cc(OC)cc(C(=O)N2CCC(C(=O)Nc3ccc(F)cc3)CC2)c1
3 | CCC1CCCCN1C(=O)/C=C/c1ccccc1Cl (stereo unspecified)
-22 | COc1ccccc1CC(C)NC(=O)Cn1c(=O)oc2ccc(C)cc21 (stereo unspecified)
-9 | CC(=O)N(Cc1cc2cccc(C)c2n2nnnc12)C1CCCC1
-43 | CC1Cc2cc(C(O)CN3CCN(c4ccccc4)CC3)ccc2O1 (stereo unspecified)
-13 | O=C(NCCN1CCOCC1)C1CC(c2ccccc2O)=NO1 (stereo unspecified)
15 | COCCCN1C(=O)/C(=C/c2ccc(C)cc2)SC1=S

3 successive records out of the list so far, for reference:
EP2 mod | SMILES
-9 | CC(=O)N(Cc1cc2cccc(C)c2n2nnnc12)C1CCCC1
-43 | CC1Cc2cc(C(O)CN3CCN(c4ccccc4)CC3)ccc2O1 (stereo unspecified)
-13 | O=C(NCCN1CCOCC1)C1CC(c2ccccc2O)=NO1 (stereo unspecified)

Following part
EP2 mod | SMILES
-1 | O=C(Nc1ccc2c(c1)OCCO2)c1nc2c(nnn2Cc2ccccc2Cl)c(=O)[nH]1
20 | COc1ccc(C(c2nnnn2Cc2ccc(F)cc2)N2CCC(C)CC2)c(OC)c1 (stereo unspecified)
-26 | COc1cc(C2C(C#N)=C(N)Oc3n[nH]c(-c4cccs4)c32)cc(OC)c1OC(C)=O (stereo unspecified)
-1 | C[N+]1(Cc2cc3ccccc3c3c2COC3)CCCCC1
2 | COc1cccc(CN2CCN(C(=O)c3ccc4c(c3)nc(C)n4C)[C@@H](C)C2)c1
-37 | Cc1cccc(NC(=O)Cn2cc(C(=O)C3CC3)c3ccccc32)c1C
-42 | Cc1ccc2cc(CN(CCCN3CCOCC3)C(=O)Nc3ccc(Cl)cc3)c(=O)[nH]c2c1C
-28 | CCN(CC)C(=O)CSc1nnc(-c2ccco2)n1-c1ccccc1OC
-103 | COc1ccc(-n2nnc(C(C)=O)c2NCc2ccc(F)cc2)cc1
-14 | CCc1cccc(N(C(=O)c2csnn2)C(C(=O)NC(C)(C)C)c2cccnc2)c1 (stereo unspecified)
-11 | Cc1nc2c(c(=O)[nH]1)CCN(Cc1ccnc3ccccc13)C2
-7 | CN(C)S(=O)(=O)N1CCC(n2nc(C3CC3)ccc2=O)CC1
20 | CCOC(=O)CNc1ncnc2c1nnn2Cc1ccccc1
-11 | O=C(CCCCC1SCC2NC(=O)NC21)NC1(c2ccc3c(c2)OCO3)CCCC1 (stereo unspecified)
3 | O=[N+]([O-])c1cnc(N2CCOCC2)nc1N1CCOCC1
-3 | COc1ccc(CN2CCN(Cc3ccncc3)CC2)cc1OCc1ccccc1
-29 | CCOc1ccc2[nH]c(C(=O)NCc3noc(-c4ccccc4)n3)c(C)c2c1
-110 | CCOc1ccc(NC(=O)NC2CC3CCCC(C2)N3Cc2ccccc2)cc1 (stereo unspecified)
-44 | CCOCCCNC(=S)N1CCC(NC(=O)C(C)(C)C)CC1
6 | CCC(C)(C)NC(=O)c1ccc2c(c1)N(CC(=O)OC(C)C)C(=O)C(C)(C)O2
-7 | CC1CCCN(c2nc3c(c(=O)[nH]2)CCN(Cc2cnc(N(C)C)nc2)C3)C1 (stereo unspecified)
37 | COc1ccc(OC)c(C(=O)CSc2nc(C)nc3sc4c(c23)CCCC4)c1
9 | CCC(C)(C)n1nnnc1C(c1cc2ccc(C)cc2[nH]c1=O)N(Cc1ccco1)CC1CCCO1 (stereo unspecified)
41 | O=C(Nc1nnc(SCC(=O)N(C2CCCCC2)C2CCCCC2)s1)C1CCC1
-7 | COc1ccc(C(=O)N(CC(=O)NC2CCCC2)Cc2ccco2)cc1OC
-57 | Nc1cc(-c2cccs2)nn(CC(=O)Nc2ccc(C(F)(F)F)cc2)c1=O
-46 | CC(=O)NC1(c2ccccc2F)CCN(Cc2nc3ccccc3n2C(C)C)CC1
15 | O=C(Nc1ccc(-n2cnnn2)cc1)c1cc2nc(C3CC3)cc(C(F)(F)F)n2n1
-11 | Cc1ccccc1NC(=O)NC1(C(=O)N2CCN3CCCC3C2)CCCCC1 (stereo unspecified)
-7 | CCc1cc2ccc(OC)cc2nc1SCC(=O)N1CCOCC1
8 | CCN1C(=O)C2(SC(NC(C)=O)=NN2C(C)=O)c2cc(OC)ccc21 (stereo unspecified)
0 | O=C(N1CCCC1)N1CCC(Cn2nc(-c3ccccc3)ccc2=O)CC1
-13 | CCn1c(COc2cccc(OC)c2)nnc1SCC(=O)NCc1ccco1
-1 | COCCN(C(=O)C1CCCCC1)c1nnc(-c2cccc(C)c2)s1
7 | Cc1cc(NCc2cccnc2)n2c(nc3ccccc32)c1C#N
2 | COc1ccc(C(=O)N2CCn3c2nc2ccccc23)cc1OC
-113 | CCc1n(CC(O)COc2ccc(I)cc2)c2ccccc2[n+]1C (stereo unspecified)
7 | O=S(=O)(O)c1cc(S(=O)(=O)O)c2c(N=Nc3cccc4ccccc34)c(O)ccc2c1
11 | O=C(NCc1ccc2c(c1)OCO2)[C@@H]1C=CCN1C(=O)NC1CCCCC1
-45 | Cc1ccc(NC(=O)CNCc2cccs2)cc1Br
-10 | Cc1c(C#N)c(N)nc(SCC(N)=O)c1C#N
-38 | CCCN(Cc1cc2cccc(C)c2[nH]c1=O)C(=O)c1ccc(F)cc1
1 | CCN1c2ncccc2C(=O)NC12CCN(C(=O)c1cnn(C)c1C)CC2
-25 | CCCC(C(=O)NC1CCCC1)N(C(=O)c1snc(C(N)=O)c1N)c1ccc(F)cc1 (stereo unspecified)
13 | COc1cc(OC)cc(C(=O)Nc2ccc(O)c(-c3nc4ccc(C)cc4o3)c2)c1
-27 | CCC(=O)Nc1ccc(Cl)cn1
-58 | C=CCc1cc(CN2CCC(NC(C)=O)(c3ccccc3F)CC2)cc(OC)c1O
74* | CCc1cc2ccc(OC)cc2nc1SCC(=O)NCCc1ccc(OC)c(OC)c1
30 | COc1ccc(F)c(CN(CCCn2ccnc2)Cc2ccc(C)s2)c1
